Bioassay records: PubChem BioAssay, Sanford-Burnham Center for Chemical Genomics
tim23-1 inh – tim23-1 yeast growth inhibition | S. cerevisiae tim23-1 growth, BacTiter-Glo luminescence, 24 h | inhibition, % at 20 µM | 1.3% of 330,000 active;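 active = growth inhibition of the mutant yeast at or above 50%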;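 note: temperature-sensitive mutant grown at 25 °C; plate controls were DMSO-treated mutant yeast for no effect and medium wells lacking yeast for full effect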
NLRP3 yeast inh – inhibitors of NALP3 inflammasome in yeast. Yeast reconstituted NLRP3/ASC/caspase-1, beta-gal luminescence, 24 h. inhibition, % at 10 µM. 0.39% of 330,000 active;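 active = inhibition of 50% or more; inactive = inhibition below 50%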;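 note: plate controls were induced DMSO wells for no effect and uninduced yeast grown without galactose for full effect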
MPTP inh – permeability transition pore inhibition; 1.4% of 360,000 active; isolated mouse mitochondria, Ca2+ swelling absorbance, 30 min; AID 602449; inhibition, % at 10 µM;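 active = inhibition of 50% or more, scaled per plate between neutral and stimulator controls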;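 note: 0% = DMSO wells given calcium and 100% = 1 mM EGTA wells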
NR3A LBD binder – modulators (binders) of human NR3A ligand-binding domain; AID 1259313; Tm shift relative to glycine control, % at 25 µM; 2.5% of 340,000 active; NR3A LBD differential scanning fluorimetry, Tm shift; 0% = protein alone, 100% = glycine-bound protein;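 active = melting temperature shift of at least 10% of the positive control shift, at one fixed dose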
tim10-1 inh – growth inhibitors of tim10-1 mutant yeast; S. cerevisiae tim10-1 ts strain growth, BacTiter-Glo, 24 h; inhibition, % at 20 µM; 2.2% of 330,000 active; AID 463190;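 active = inhibition of at least 40%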;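 note: mutant grown at 25 °C; 0% = DMSO wells with yeast and 100% = wells holding no yeast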
APJ antagonist – blocks the human apelin receptor APJ; inhibition, % at 20 µM; CHO-K1 APJ beta-arrestin complementation, luminescence; AID 2521; P35414; 0.32% of 330,000 active;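 active = inhibition above about 40% at 20 µM, limit read from the data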;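 note: cells challenged with 10 nM apelin-13 agonist together with compound; plate controls were apelin-13 plus DMSO wells for no effect and DMSO wells lacking apelin-13 for full effect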
Target sequence (P35414 whole entry, looked up): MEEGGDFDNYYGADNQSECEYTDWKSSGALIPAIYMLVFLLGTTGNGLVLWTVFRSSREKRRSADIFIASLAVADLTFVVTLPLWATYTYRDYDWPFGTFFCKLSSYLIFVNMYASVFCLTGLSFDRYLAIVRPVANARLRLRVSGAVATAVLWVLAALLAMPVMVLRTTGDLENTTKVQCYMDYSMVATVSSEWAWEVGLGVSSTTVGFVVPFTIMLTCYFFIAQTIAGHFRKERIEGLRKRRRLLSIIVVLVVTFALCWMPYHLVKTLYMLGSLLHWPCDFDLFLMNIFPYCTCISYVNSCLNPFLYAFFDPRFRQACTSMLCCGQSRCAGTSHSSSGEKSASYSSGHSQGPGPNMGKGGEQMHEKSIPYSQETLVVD
MIN6 prolif – MIN6 beta-cell proliferation induction. MIN6 cells proliferation, ATPlite luminescence, 48 h; cells starved in 0.2% serum; 100% = growth in 10% serum. proliferation, % at 10 µM. 0.29% of 330,000 active. AID 2380;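 active = compounds whose signal lies at least 3.5 SD above the mean of all wells on their plate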;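 note: 0% = DMSO-treated cells in low-serum medium and 100% = 10% serum control; some compounds called inactive have numbers as strong as hits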
TIM10 inh – inhibits growth of TIM10 yeast strain; S. cerevisiae TIM10 strain growth, BacTiter-Glo luminescence, 24 h; inhibition, % at 10 µM; 1.4% of 330,000 active;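 active = inhibition of 40% or more at the single tested concentration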;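 note: wild-type TIM10 isogenic control strain grown at permissive 25 °C; 0% = DMSO yeast wells and 100% = minimal medium wells without yeast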
APJ ag – APJ receptor agonism | P35414 | CHO-K1 APJ PathHunter beta-arrestin, luminescence; 0% DMSO wells, 100% apelin | activation, % at 20 µM | 0.11% of 330,000 active;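 active = activation more than six SD over the plate average, tested at 20 µM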;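 note: 0% = DMSO alone and 100% = apelin-13 at 10 nM; some results filed as inactive read as strong as hits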
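Assay system: engineered CHO-K1 APJ arrestin reporter cells; Amount: 1000 CHO-K1 reporter cells seeded per well; Dosing: one dose, 20 µM compound, 1% DMSO; Times: compound stimulation 90 min at 25 °C, detection 60 min; Measured by: luminescent beta-gal fragment complementation, chemiluminescent substrate; Read-out: APJ–arrestin association signal; Controls: DMSO vs Apelin-13 10 nM.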
Numbers without * were called inactive; / = not tested or not shown.

SMILES | tim23-1 inh | NLRP3 yeast inh | MPTP inh | NR3A LBD binder | tim10-1 inh | APJ antagonist | MIN6 prolif | TIM10 inh | APJ ag
Cc1ccc(-c2cc(C(=O)N3CCc4ccccc4C3)[nH]n2)cc1C | 13 | 8 | 1.7 | 0 | 15 | 19 | -1 | -6 | -3
CC1CCc2c(sc(N)c2C(=O)OC(C)C)C1 (stereo unspecified) | 21 | 0 | 16 | -1 | 26 | -7 | -2 | 19 | -5
O=C(Nc1ccc(Br)cn1)c1ccc(COc2c(F)c(F)cc(F)c2F)o1 | 11 | 8 | -0.6 | -2 | 1 | 1 | -5 | -5 | -1
COc1ccccc1C(=O)Nc1ccc(C(=O)Nc2ccccc2C(=O)O)cc1 | 3 | 8 | 0.6 | 6 | -13 | 15 | -3 | 15 | -1
CCc1ccc(Nc2ncc3c(n2)CC(c2ccco2)CC3=O)cc1 (stereo unspecified) | 16 | -4 | 2.9 | -5 | 20 | 2 | -2 | 8 | -5
CN(Cc1ccccc1)C(=O)CCC1CCN(S(C)(=O)=O)CC1 | 6 | 14 | 0.9 | -2 | 23 | 10 | -4 | 2 | -1
Cc1sc2nc(CN3CCCCC3)nc(Cl)c2c1C | 4 | 6 | 0.7 | -5 | -1 | 14 | 0 | -6 | 1
COc1cc(C(=O)NNC(=O)NC2CCCCC2)cc(OC)c1OC | 9 | 11 | -1.6 | -2 | 9 | -10 | -2 | 3 | -5
Cn1cnnc1Sc1ccc(S(C)(=O)=O)cc1[N+](=O)[O-] | -23 | -4 | 0.3 | 1 | 7 | -39 | -1 | 11 | -4
Cc1ccc(CCNC(=O)CCn2ccc3cc(S(=O)(=O)N4CCCC4)ccc32)cc1 | 0 | 17 | 0.1 | 2 | -3 | 7 | -1 | -3 | 1
Cc1cccc(C(=O)OCC(=O)N2CC(C)OC(C)C2)c1C (stereo unspecified) | -4 | 3 | -0.7 | -1 | 10 | 10 | 1 | 8 | -2
O=C(NCc1ccco1)c1ccc2nccnc2c1 | 12 | -2 | 0.8 | 0 | 3 | -2 | 0 | -1 | -2
Cc1cc(C(=O)Nc2ccc3ccccc3c2)oc1C | 46 | 43 | 2.4 | -5 | 20 | -10 | -4 | 27 | 1
COc1ccccc1C(=O)NC(CCSC)C(=O)N1CCN(C/C=C/c2ccccc2)CC1 (stereo unspecified) | 7 | -7 | -2.6 | 2 | 3 | 11 | -6 | -7 | 7
Cn1c(/C(C#N)=C/C2CC=CCC2)nc2ccccc21 (stereo unspecified) | 69* | 28 | -1.6 | -4 | 43* | 6 | -2 | 34 | 5
O=C1CCc2ccccc2N1Cc1ccccc1 | -2 | 6 | -0.5 | 0 | -2 | -10 | 0 | -8 | -1
O=C(COC(=O)CSc1ccccc1)Nc1ccc(F)cc1F | 3 | -1 | -1.6 | -1 | -9 | 5 | -2 | 0 | 0
Cc1ccc(C)c(S(=O)(=O)c2c(C)cc(C)[nH]c2=O)c1 | -10 | 4 | -0.5 | -1 | 12 | 11 | 3 | -5 | -3
COC(=O)c1ccc(C2C(C(=O)Nc3ccccc3C)=C(C)Nc3ncnn32)cc1 (stereo unspecified) | -5 | -5 | -0.5 | 1 | -4 | 3 | -2 | -2 | -3
CC1(C)CC(=O)C=C(Nc2ccc(Cl)c(Br)c2)C1 | 6 | 23 | 0.5 | 0 | -80 | 15 | -3 | -50 | 1
Oc1ccc(Cl)cc1CNCc1ccc(F)c(F)c1 | 53* | 35 | 2.7 | 2 | 6 | 18 | 1 | 12 | -4
O=C(CC(=O)c1ccccc1O)c1cccc(F)c1 | 34 | 32 | 6.8 | 23* | 7 | 13 | -1 | -5 | -4
CCCCC1=CC2=CC(=O)C(C)(OC(=O)c3cnc4ccccc4n3)C(=O)C2=CO1 (stereo unspecified) | 25 | 7 | / | / | 24 | -6 | -4 | 13 | 3
NC1=NC(=O)/C(=C/c2ccsc2)S1 | 0 | -3 | -2.6 | -1 | 12 | 4 | -1 | 12 | 2
CC(CC(=O)NC1CCCCC1)S(=O)(=O)c1ccc2c(c1)NC(=O)CO2 (stereo unspecified) | 2 | 18 | 1.0 | 1 | -2 | 4 | -3 | 1 | -2
Cc1cc(N2CCCc3ccccc32)n2ncnc2n1 | 17 | 4 | -1.9 | 1 | 18 | 12 | 0 | 5 | -2
Cc1ccc(C)c(OCCC(=O)OCC(=O)Nc2ccc(N3CCOCC3)cc2)c1 | -5 | 4 | 1.3 | 0 | 2 | 10 | -1 | 1 | -1
Cc1noc(/C=C/N(C)C)c1S(=O)(=O)N1CCCC(C(=O)NCc2ccccc2Cl)C1 (stereo unspecified) | 11 | 9 | -1.2 | -2 | 12 | 5 | -6 | 3 | -4
O=C(COc1ccc(Br)cc1F)NC1CC1 | 16 | 10 | 1.0 | 1 | -4 | 3 | -3 | 2 | -2
O=C(O)CCCC(=O)N1CCc2cc(S(=O)(=O)N3CCc4ccccc43)ccc21 | 6 | 0 | -0.6 | 0 | -7 | 22 | -2 | 4 | 1
COc1ccc(/C=C/C(=O)N(C)CC(=O)Nc2cccc(F)c2)cc1S(=O)(=O)N1CCCCC1 | 2 | 23 | -1.1 | -2 | -5 | 10 | 0 | 4 | -6
O=C(CSC(=S)N1CCCCC1)Nc1nc(-c2ccccc2)c(-c2ccccc2)o1 | 12 | -50 | 7.3 | 1 | 17 | 2 | -5 | -5 | -3
Cc1cccc(NS(=O)(=O)c2ccc3[nH]c(=O)[nH]c3c2)c1C | -1 | -4 | -0.4 | 0 | -8 | 3 | -3 | 8 | -1
CCc1ccc2nc(NC(=O)C3CCN(c4ncnc5sc(C)c(C)c45)CC3)sc2c1 | 2 | 19 | -0.6 | -4 | 7 | 4 | -5 | 11 | -1
C=C(C)c1cccc(C(C)(C)NC(=O)Nc2cc(C)ccn2)c1 | 14 | 9 | 7.2 | 1 | 20 | -13 | 0 | 27 | -1
Cc1ccc(C(=O)NC(=S)N2CCCC2)cc1 | -6 | 26 | 1.5 | -5 | 5 | -2 | -2 | 1 | 5
COc1cc(CCC(=O)N2CCN(c3cccc(C)c3C)CC2)cc(OC)c1OC | 13 | 7 | 0.3 | -2 | 31 | 2 | 3 | 5 | 0
CCOc1ccc2nc(NC(=O)CCC(=O)c3cccs3)sc2c1 | 5 | -4 | -1.1 | -1 | -11 | 6 | -2 | 4 | -2
Cc1cccc(CSc2nnc(Cn3c(=O)sc4ccccc43)n2C)c1 | 27 | -8 | -0.8 | 0 | 33 | 11 | -1 | -6 | -1
CC(C)c1ccc(NC(=O)Nc2cnccn2)cc1 | 23 | 28 | -0.1 | -2 | 14 | 3 | -2 | 9 | 12

Grouped by structure, the compounds so far with an NH in an aromatic ring.
SMILES | tim23-1 inh | NLRP3 yeast inh | MPTP inh | NR3A LBD binder | tim10-1 inh | APJ antagonist | MIN6 prolif | TIM10 inh | APJ ag
Cc1ccc(-c2cc(C(=O)N3CCc4ccccc4C3)[nH]n2)cc1C | 13 | 8 | 1.7 | 0 | 15 | 19 | -1 | -6 | -3
Cc1ccc(C)c(S(=O)(=O)c2c(C)cc(C)[nH]c2=O)c1 | -10 | 4 | -0.5 | -1 | 12 | 11 | 3 | -5 | -3
Cc1cccc(NS(=O)(=O)c2ccc3[nH]c(=O)[nH]c3c2)c1C | -1 | -4 | -0.4 | 0 | -8 | 3 | -3 | 8 | -1

2 entries drawn at random from the list so far, as already listed:
SMILES | tim23-1 inh | NLRP3 yeast inh | MPTP inh | NR3A LBD binder | tim10-1 inh | APJ antagonist | MIN6 prolif | TIM10 inh | APJ ag
Cn1cnnc1Sc1ccc(S(C)(=O)=O)cc1[N+](=O)[O-] | -23 | -4 | 0.3 | 1 | 7 | -39 | -1 | 11 | -4
O=C(NCc1ccco1)c1ccc2nccnc2c1 | 12 | -2 | 0.8 | 0 | 3 | -2 | 0 | -1 | -2

Further structures.
SMILES | tim23-1 inh | NLRP3 yeast inh | MPTP inh | NR3A LBD binder | tim10-1 inh | APJ antagonist | MIN6 prolif | TIM10 inh | APJ ag
N#Cc1cc(-c2ccccc2)nnc1Sc1ccc(F)cc1 | 7 | 18 | 0.0 | 0 | -16 | -21 | -1 | -9 | 1
CN(CC(=O)Nc1ccc(F)c(F)c1F)C(=O)C1CCCCC1 | -7 | 16 | -0.3 | 0 | -5 | -1 | 1 | -12 | -1
O=C(CSc1nnc(-c2cccnc2)n1C1CCCCC1)NC1CCCC1 | 8 | -4 | -0.8 | -1 | -2 | 10 | -2 | 10 | -5
COCCn1nnnc1C(c1cc2cc(C)ccc2[nH]c1=O)N1CCN(C2CCCCC2)CC1 (stereo unspecified) | 20 | 12 | 0.1 | 1 | 10 | -12 | -1 | 16 | -4
COc1cc(C(=O)N(C)CC(=O)Nc2cccc(F)c2)ccc1OCc1ccccc1 | 23 | 23 | -0.7 | 0 | 21 | 1 | -3 | 18 | 13
Cc1cc(/C(N)=N/OC(=O)c2ccc(Cl)cc2)no1 | 1 | 22 | 1.4 | 1 | -9 | -13 | -3 | -8 | 2
COc1cc(/C=C2\Oc3ccc(C#Cc4ccc(O)cc4)cc3C2=O)cc(OC)c1 | -6 | 15 | 3.1 | 16* | 11 | 4 | -3 | -12 | 1
COc1ccc(NC(=O)CC(C)C)c(OC)c1 | 1 | 28 | 2.1 | -3 | 3 | 14 | 2 | -11 | -6
COc1ccccc1NS(=O)(=O)c1ccc2oc(SC3CCOC3=O)nc2c1 (stereo unspecified) | 16 | 2 | -1.2 | -3 | 17 | 11 | -4 | 2 | 1
COc1ccccc1OCC(=O)NCC1CCCN(C(=O)c2ccccc2C(C)=O)C1 (stereo unspecified) | 8 | -2 | 0.3 | 0 | -6 | -20 | 1 | -1 | -6
COc1ccc(/C=C/CN2CCN(CCc3ccccc3)C(CCO)C2)cc1 (stereo unspecified) | -132 | 15 | 1.6 | -2 | -51 | 13 | -4 | -9 | 2
C=CCOc1ccc(/C=C2/C(=O)ON=C2C)cc1OCC | 23 | 13 | 1.9 | -1 | 6 | -40 | 4 | -11 | 1
O=C(CC1CCC1)Nc1cccc2c([N+](=O)[O-])cccc12 | 5 | 19 | 0.7 | -2 | 14 | -17 | 1 | 16 | 2
CCOC(=O)C(=O)Nc1nnc(Cc2ccc(OC)c(OC)c2)s1 | 10 | -3 | -3.2 | 0 | -7 | 13 | 3 | 6 | -3

Ordered by molecular weight (descending): some entries from above.
SMILES | tim23-1 inh | NLRP3 yeast inh | MPTP inh | NR3A LBD binder | tim10-1 inh | APJ antagonist | MIN6 prolif | TIM10 inh | APJ ag
COc1ccccc1OCC(=O)NCC1CCCN(C(=O)c2ccccc2C(C)=O)C1 (stereo unspecified) | 8 | -2 | 0.3 | 0 | -6 | -20 | 1 | -1 | -6
O=C(CSc1nnc(-c2cccnc2)n1C1CCCCC1)NC1CCCC1 | 8 | -4 | -0.8 | -1 | -2 | 10 | -2 | 10 | -5
COc1ccc(NC(=O)CC(C)C)c(OC)c1 | 1 | 28 | 2.1 | -3 | 3 | 14 | 2 | -11 | -6

One compound at a time (already shown). Values in the order: tim23-1 inh, NLRP3 yeast inh, MPTP inh, NR3A LBD binder, tim10-1 inh, APJ antagonist, MIN6 prolif, TIM10 inh, APJ ag
`Cc1sc2nc(CN3CCCCC3)nc(Cl)c2c1C` is listed with 4, 6, 0.7, -5, -1, 14, 0, -6, 1
`COc1ccccc1NS(=O)(=O)c1ccc2oc(SC3CCOC3=O)nc2c1` (stereo unspecified) is listed with 16, 2, -1.2, -3, 17, 11, -4, 2, 1
